High-throughput results deposited in PubChem BioAssay by The Scripps Research Institute Molecular Screening Center.
SRC1 TRFRET art: TR-FRET artefact, counter-screen to PPARgamma/SRC-1 agonist assay | TR-FRET detection artefact counter-screen, emission ratio; active compounds read high | TR-FRET ratio at 8 µM | actives 0.34% (n = 99,000) | AID 1051; in the data active = TR-FRET ratio above about 2300; note: inactives centre near 1800; reference of the scale not given here
SRC3 TRFRET art: flags TR-FRET format artefacts in PPARgamma SRC-3 recruitment agonist screen. TR-FRET artefact counter-screen, PPARgamma/SRC-3 format; active compounds read high. TR-FRET ratio at 8 µM. actives 0.39% (n = 99,000). AID 1048; in the data active = TR-FRET ratio above about 2000; note: inactives centre near 1600; reference of the scale not given here
* hit, by the source's call. These rows are one share of the data; rates above refer to the full screens.

SMILES	SRC1 TRFRET art	SRC3 TRFRET art
Cc1nn(-c2ccccc2)c(C)c1/C=N/Nc1nc2ccccc2[nH]1	1913	1698
CCn1ccnc1CN(C)Cc1cn(-c2cc(C)ccc2C)nc1-c1ccccc1	1671	1770
COc1ccc(NC(C)=O)cc1NC(=O)CN1CCN(c2ccccn2)CC1	1751	1343
COc1ccc(N2CCN(C(=O)Cn3nnc(-c4ccccc4N)n3)CC2)cc1	1922	1640
CCOc1ccc(N2C(=O)/C(=C/c3ccco3)N(C)C2=S)cc1	1721	1527
CC(C)CCNC(=O)C(c1ccco1)N(Cc1cccs1)C(=O)Cn1nnc2ccccc21 (centres undefined)	1544	1659
COc1cc(/C=N/NC(=O)Cc2ccccc2)ccc1Oc1ccc([N+](=O)[O-])cc1[N+](=O)[O-]	1770	1555
O=C(c1ccc(=O)[nH]n1)N1CCN(S(=O)(=O)c2ccc3ccccc3c2)CC1	1807	1446
COc1ccc(/C=N/Nc2ncc(C(F)(F)F)cc2Cl)cc1OC	1899	1683
CCC(=O)N1N=C(c2ccccc2)CC1c1ccc([N+](=O)[O-])cc1 (centres undefined)	1790	1694
O=C(NC1CCCCC1)C(c1ccccn1)N(C(=O)c1csnn1)C1CC1 (centres undefined)	1594	1657
O=C(CSc1nnc(COc2ccc(F)cc2)o1)N1c2ccccc2CCc2ccccc21	1839	1527
CC1(C)OC(=O)C(=NNc2ccc(Br)cc2)C(=O)O1	1669	1641
CCNc1ccc(S(=O)(=O)N(C)C)cc1NCC(=O)Nc1ccccc1Cl	1915	1664
CCCC1(C(=O)OC)NC(c2ccco2)C2C(=O)N(C)C(=O)C21 (centres undefined)	1727	1482
c1ccc(-c2cc3c(NCC4COc5ccccc5O4)ncnc3s2)cc1 (centres undefined)	1843	1729
COc1ccc(/C(C)=N/NC(=O)CNC(=O)c2cccs2)cc1OC	1860	1532
FC(F)Oc1ccccc1NC(=S)Nc1cccc(Cl)c1Cl	1802	1461
Cc1ccc(C)c(-n2cc(CN3CCN(C(=O)c4ncn[nH]4)CC3)c(-c3ccccc3)n2)c1	1865	1333
COc1cc(NC(=S)NC(=O)CC(C)C)ccc1NC(=O)c1cc2ccccc2o1	1819	1767
O=C(COC(=O)C12CC3CC(CC(C3)C1)C2)NCCCc1ccccc1	1919	1430
O=C(Cc1ccc(Cl)cc1)Nc1ccc2c(c1)C(=O)NC2=O	1792	1575
Nc1n[nH]c(-c2ccccc2[N+](=O)[O-])n1	1506	1363
Cn1nnc2c(C(N)=O)ncn2c1=O	1852	1517
Cn1c(N=Nc2ccc(N3CCOCC3)cc2)[n+](C)c2ccccc21	2668*	2227*

Following part:
SMILES	SRC1 TRFRET art	SRC3 TRFRET art
Cc1cc(C)c(NC(=O)CSc2ccc3nnc(CCNC(=O)c4ccccc4)n3n2)c(C)c1	1835	1425
COc1cccc(Oc2nccc(N(C)C)c2C#N)c1	1809	1584
O=C(CSc1nnc(-c2ccncc2)n1CC1CCCO1)Nc1ccccc1Cl (centres undefined)	1682	1425
CCOC(=O)C1(Cc2ccc(OC)cc2)CCN(C(=O)C2CCCO2)CC1 (centres undefined)	1901	1285
CN(C)n1cnc2ccsc2c1=O	1900	1497
CN(C)/C(=N\OC(=O)c1ccccc1)c1nonc1N	1720	1658
COC(=O)C(Cc1ccccc1)NC(=S)NC(=O)c1ccccc1 (centres undefined)	1970	1712
COc1ccc(-n2ncc3c(N4CCCCC4)ncnc32)cc1	1843	1553
CCCN(CCC)CCCNC(=O)CNC(=O)c1nn(-c2ccc(OC)cc2)c(=O)c2ccccc12	2011	1586
O=c1c2sccc2n(Cc2cccc(F)c2)c(=O)n1-c1ccc(F)cc1	1729	1602
Cc1c(Cl)c(-c2n[nH]c(=S)n2-c2ccccc2)nn1C	2260	2138*
Cc1ccc(-c2nnc(-c3cccc(Br)c3)o2)cc1	1753	1408
COc1ccc(-c2c3c(cc(C)[n+]2[O-])oc2ccc(OC)cc23)cc1	1736	1452
O=C(CCS(=O)(=O)c1ccc(Cl)cc1)NCCc1c[nH]c2ccccc12	1657	1578
O=C(NNc1cccc(Cl)n1)C(F)(F)F	1623	1448
COc1ccc(NC(=O)COc2ccc(-c3nn(C)c(=O)c4ccccc34)cc2)cc1	1757	1540
COc1c(Cl)ccc(Cl)c1C(=O)NCc1ccco1	1438	1455
COc1cnn(-c2ccc(Br)cc2)c(=O)c1SCc1ccccc1	1979	1734
CC(C)C(=O)Nc1nnc(SCC(=O)Nc2ccc3c(c2)OCO3)s1	1935	1593
Cc1cc(C)c2c(NC(N)=S)n[nH]c2n1	1892	1630
O=C(Nc1cccc(Cl)c1)Nc1nnc(CSCCOc2ccc(Cl)cc2)s1	1647	1409
CCCc1cc(C(=O)NCc2ccccc2)no1	1812	1304
CS(=O)(=O)N(CC(=O)N/N=C/c1ccco1)c1ccccc1Br	1807	1382
CCOc1ccccc1NC(=O)Cn1c(=O)n(-c2ccccc2)c(=O)c2oc3ccccc3c21	1905	1794
Cc1cccc(C)c1OC(=O)C(c1ccccc1)c1ccccc1	1865	1500

The list continues.
SMILES	SRC1 TRFRET art	SRC3 TRFRET art
O=C(Cc1ccccc1)N/N=C/c1ccc(-c2ccc([N+](=O)[O-])cc2)o1	1614	1686
Cc1nc(Nc2ccccc2C(F)(F)F)sc1C(=O)N(C)C	1717	1476
O=C(C(=O)N1CCN(c2ccccc2)CC1)c1c[nH]c2ccccc12	1625	1408
CC1(C(=O)NCc2ccc(Cl)c(Cl)c2)Oc2cccnc2NC1=O (centres undefined)	1729	1570
COc1ccc(OCC(=O)NNC(=O)c2cc3ccccc3o2)cc1	1551	1655
CC(=O)Nc1ccc(C(=O)c2ccccc2)cc1	2058	1729
O=C(Nc1c2c(nn1-c1ccc(F)cc1)CS(=O)(=O)C2)c1ccc(S(=O)(=O)N2CCOCC2)cc1	1859	1790
Fc1cccc(CN2CCN(c3nc4nonc4nc3NC3CC3)CC2)c1	1711	1483
CC(C)CNC(=O)CSc1nc2nn(-c3ccccc3)c(=O)c-2c2n1CCCCC2	1860	1559
CC(=O)NC(Cc1ccc(F)c(F)c1)C(=O)NC1CCN(c2nnnn2-c2ccccc2)CC1 (centres undefined)	1797	1442
CC(=O)OCC(=O)NCC(=O)c1c[nH]c2ccccc12	1651	1741
O=C(Nc1ccc(O)c(-c2nc3ccccc3o2)c1)C1(c2ccc(Br)cc2)CCCC1	1924	1678
Cc1c(N(C(=O)Cc2cccs2)C2(C(=O)NC3CCCC3)CCCCC2)c(=O)n(-c2ccccc2)n1C	1706	1477
Oc1ccc(C2C(c3ccccc3)=NN=C(c3ccc(Cl)cc3)N2O)c(O)c1 (centres undefined)	1903	1637
CCc1ccc(NS(=O)(=O)c2ccc3[nH]c(=O)[nH]c3c2)cc1	1542	1523
Cc1cc(N2CCOCC2)nc2cc(O)ccc12	1987	1813
Cc1ccsc1/C=N/NC(=O)CNC(=O)c1cccc([N+](=O)[O-])c1C	1691	1686
CC(C)CCNCC(O)CON=C1c2ccccc2-c2ccccc21 (centres undefined)	1766	1515
CCOCCOC(=O)C1=C(C)N(C)C(=O)NC1c1cc(Cl)c(O)c(OCC)c1 (centres undefined)	1902	1720
Cc1ccc2occ(/C=N/NC(N)=S)c(=O)c2c1	1925	1506
Nc1nc(-c2ccc3c(c2)OCCO3)cs1	1555	1761
COc1ccc(S(=O)(=O)NCCCCCC(=O)O)cc1C(=O)O	1603	1413
COc1cc(NC(=S)NCCN2CCOCC2)cc(OC)c1	1836	1603
CCOC(=O)Cn1nc(C)c(NC(=O)COc2ccc([N+](=O)[O-])cc2)c1C	1528	1483
COC(=O)CCN(C(=O)c1ccc(C)c([N+](=O)[O-])c1)c1ccccn1	1824	1377

(continued)
SMILES	SRC1 TRFRET art	SRC3 TRFRET art
Cc1ccc(C(=O)N2CCN(C3CCCCC3)CC2)s1	1813	1561
COc1ccc(NC(=S)N(CCN(C)C)C(C)c2ccco2)cc1 (centres undefined)	1855	1601
CN1C(=O)c2ccccc2C(C(=O)O)C1c1cccc(Cl)c1 (centres undefined)	1838	1542
Cc1ccc(N=c2c([N+](=O)[O-])nn(-c3ccc4c(c3)OCCO4)n2O)c(Cl)c1	1928	1526
Cc1coc(C)c1C(=O)CC1(O)C(=O)N(C)c2ccc(Cl)cc21 (centres undefined)	1874	1519
O=C1c2ccccc2C(=O)N1CN(C(=O)c1ccccc1[N+](=O)[O-])c1ccc(F)cc1	1765	1576
Cc1nc(C(F)(F)F)c(C(=O)N=CN(C)C)s1	1658	1535
O=C(Nc1ccc2oc(-c3cccnc3)nc2c1)c1ccc2c(c1)OCCO2	2050	1693
CCc1ccc(NC(=O)/C(C#N)=C\c2ccc(OC)c(C(=O)O)c2)cc1	2079	1791
O=S(=O)(NCC1CCCO1)c1ccc(-c2ccc(Cl)cc2)cc1 (centres undefined)	1958	1450
O=C(COC(=O)/C=C/c1ccc(Cl)cc1)NCCc1ccccc1	1606	1458
CCOC(=O)C1=C(C)Nc2ccccc2N=C1N	1888	1820
Cc1no[n+]([O-])c1COc1cccc(/C=C2\N=C(c3ccccc3)OC2=O)c1	1939	1782
Cc1ccc2c(c1)C1CN(C)CCC1N2C(=S)Nc1ccc(Cl)cc1Cl (centres undefined)	1800	1611
Cc1cc(C)cc(NC(=S)NCC2CCN(C(C)c3ccccc3)C2)c1 (centres undefined)	1783	1645
CC(C)(C)OC(=O)N/N=C/c1ccc(N2CCOCC2)s1	1717	1540
O=C(CCCCCn1c(=S)[nH]c2ccc(N3CCOCC3)cc2c1=O)NCCc1ccccc1	1893	1541
O=C(/C=C/c1ccc(F)cc1)NC(=S)NNC(=O)c1cccnc1	1865	1563
NC(=O)Nc1ccc(C(=O)OCC(=O)NC2CCCCC2)cc1	1753	1600
CC(=O)C1=C(C)NC(=O)CC1c1ccccc1Cl (centres undefined)	1902	1455
COc1ccc(C[C@H]2CN3C(=NC[C@H]3Cc3ccccc3)N2CCNC(=O)CCC2CCCCC2)cc1	1488	1509
O=C(NN=C1CCCCCC1)c1cn(-c2ccccc2)nc1-c1ccccc1	1814	1606
Cc1cccc(NC(=S)N(Cc2ccc(Br)cc2)Cc2ccc(C(=O)O)cc2)c1	1944	1526
O=C(CSc1nc2c(cnn2-c2ccc(F)cc2)c(=O)[nH]1)N1N=C(c2cccs2)CC1c1ccc(F)cc1 (centres undefined)	1607	1484
O=C(OCC(=O)N1CCOCC1)c1ccc(N2CCOCC2)c([N+](=O)[O-])c1	2031	1532

Next part:
SMILES	SRC1 TRFRET art	SRC3 TRFRET art
CCn1c(SCC(=O)Nc2cc(C(C)(C)C)nn2-c2ccccc2)nnc1-c1cccs1	1791	1621
C=CCSc1nnc(C)c(/C=C/Nc2ccc(Cl)cc2)n1	1743	1477
Clc1ccc(OCc2cn3ccccc3n2)c2ncccc12	1584	1733
C[C@@H](C(=O)Nc1ccc2ccccc2c1)[C@H]1C[C@]1(C)[C@H](NS(=O)(=O)c1ccc(-c2ccccc2)cc1)c1ccccc1	1586	1601
COc1ccccc1NC(=O)c1ccc(NC(=O)COC(=O)C2(C)CC2(Cl)Cl)cc1 (centres undefined)	1600	1755
O=C(/C=C/c1ccc2c(c1)OCO2)Nc1nc2ccccc2s1	1615	1532
O=C(CCc1ccccc1)NCc1ccccc1	1706	1527
C/C(=N\NC(=O)c1nn(C)cc1Br)c1ccc(NC(=O)c2ccncc2)cc1	1790	1601
C/C(=N\NC(=O)C1(C)CC1(Br)Br)c1ccc(NC(=O)C2CCC2)cc1 (centres undefined)	2018	1583
O=C(CSCc1ccco1)c1cccs1	1849	1519
O=C(O)c1ccc(N/N=C/c2ccc(OC(=O)c3ccccc3Cl)cc2)cc1	1566	1395
O=C(c1ccc(SCc2cccc(Br)c2)c([N+](=O)[O-])c1)N1CCN(c2ccccn2)CC1	1629	1614
O=C(O)/C=C/C(=O)N1CCc2ccccc21	1598	1682
CCOC(=O)CCNC(=O)N1CCCC(C(=O)c2cccc(Cl)c2)C1 (centres undefined)	1778	1398
Cc1ccc2[nH]c(=O)c(CN(Cc3cccs3)S(=O)(=O)c3ccc4c(c3)OCCO4)cc2c1	1672	1481
Cc1ccc(NC(=S)N(CCCN2CCOCC2)Cc2ccco2)cc1Cl	1896	1706
Cc1ccc(C(=O)CSc2nc(-c3ccccc3)cc(=O)[nH]2)cc1	1715	1552
O=C(CN1CCN(C2CCCCC2)CC1)Nc1ccc(Br)cc1	1749	1563
Cn1cc(CN2CCCC(C(=O)c3ccc(-c4ccccc4)cc3)C2)cn1 (centres undefined)	1833	1648
O=C(CNC(=O)C1CCCCC1)OCC(=O)c1ccc(Cl)s1	1631	1458
COc1ccc(NC(=O)/C=C/c2ccc(F)cc2)cn1	2056	1588

14 entries from above, with two lines to a compound.
Order of values: SRC1 TRFRET art	SRC3 TRFRET art
O=C(/C=C/c1ccc2c(c1)OCO2)Nc1nc2ccccc2s1
    1615	1532
O=C(CCc1ccccc1)NCc1ccccc1
    1706	1527
C/C(=N\NC(=O)c1nn(C)cc1Br)c1ccc(NC(=O)c2ccncc2)cc1
    1790	1601
C/C(=N\NC(=O)C1(C)CC1(Br)Br)c1ccc(NC(=O)C2CCC2)cc1 (centres undefined)
    2018	1583
O=C(CSCc1ccco1)c1cccs1
    1849	1519
O=C(O)c1ccc(N/N=C/c2ccc(OC(=O)c3ccccc3Cl)cc2)cc1
    1566	1395
O=C(c1ccc(SCc2cccc(Br)c2)c([N+](=O)[O-])c1)N1CCN(c2ccccn2)CC1
    1629	1614
O=C(O)/C=C/C(=O)N1CCc2ccccc21
    1598	1682
CCOC(=O)CCNC(=O)N1CCCC(C(=O)c2cccc(Cl)c2)C1 (centres undefined)
    1778	1398
Cc1ccc2[nH]c(=O)c(CN(Cc3cccs3)S(=O)(=O)c3ccc4c(c3)OCCO4)cc2c1
    1672	1481
Cc1ccc(NC(=S)N(CCCN2CCOCC2)Cc2ccco2)cc1Cl
    1896	1706
Cc1ccc(C(=O)CSc2nc(-c3ccccc3)cc(=O)[nH]2)cc1
    1715	1552
O=C(CN1CCN(C2CCCCC2)CC1)Nc1ccc(Br)cc1
    1749	1563
Cn1cc(CN2CCCC(C(=O)c3ccc(-c4ccccc4)cc3)C2)cn1 (centres undefined)
    1833	1648
